HePTP inhibitor = inhibitors of human HePTP phosphatase, primary screen, biochemical, absorbance, leukemia target; AID 521, 2006; hit rate 0.64% among 110,000; recombinant HePTP phosphatase activity, OD absorbance; Tyrosine-protein phosphatase non-receptor type 7 (Homo sapiens), P35236; inhibition, % at 20 µM; in the data active = inhibition above about 50%;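 also: plate controls were vehicle for no effect and reference inhibitor for full effect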
Target sequence (P35236 whole entry, looked up): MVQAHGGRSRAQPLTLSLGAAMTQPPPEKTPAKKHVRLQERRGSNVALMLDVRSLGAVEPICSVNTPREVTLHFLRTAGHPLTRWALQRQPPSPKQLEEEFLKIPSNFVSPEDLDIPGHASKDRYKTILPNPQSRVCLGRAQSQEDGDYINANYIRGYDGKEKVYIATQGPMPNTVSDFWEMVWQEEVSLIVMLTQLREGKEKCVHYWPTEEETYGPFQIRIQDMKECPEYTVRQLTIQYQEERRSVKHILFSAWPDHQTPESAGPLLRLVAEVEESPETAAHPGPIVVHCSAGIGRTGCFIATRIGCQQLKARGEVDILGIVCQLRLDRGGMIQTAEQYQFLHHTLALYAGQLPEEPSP
BAP1 block = inhibitors of BAP1 deubiquitinase, primary screen, biochemical, Ub-AMC fluorescence, kinetic; hit rate 0.48% among 72,000; recombinant BAP1, Ub-AMC hydrolysis fluorescence kinetic; hits give low values; activity remaining (% of control), % at 20 µM; Ubiquitin carboxyl-terminal hydrolase BAP1 (Homo sapiens), Q92560;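 active = activity remaining at or below 50% of control, provided the compound also passes the data quality filters; inactive = the rest, including low values that fail the filters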;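 also: 100% = DMSO wells rate and 0% = substrate alone blank rate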
Target sequence (Q92560 whole entry, looked up): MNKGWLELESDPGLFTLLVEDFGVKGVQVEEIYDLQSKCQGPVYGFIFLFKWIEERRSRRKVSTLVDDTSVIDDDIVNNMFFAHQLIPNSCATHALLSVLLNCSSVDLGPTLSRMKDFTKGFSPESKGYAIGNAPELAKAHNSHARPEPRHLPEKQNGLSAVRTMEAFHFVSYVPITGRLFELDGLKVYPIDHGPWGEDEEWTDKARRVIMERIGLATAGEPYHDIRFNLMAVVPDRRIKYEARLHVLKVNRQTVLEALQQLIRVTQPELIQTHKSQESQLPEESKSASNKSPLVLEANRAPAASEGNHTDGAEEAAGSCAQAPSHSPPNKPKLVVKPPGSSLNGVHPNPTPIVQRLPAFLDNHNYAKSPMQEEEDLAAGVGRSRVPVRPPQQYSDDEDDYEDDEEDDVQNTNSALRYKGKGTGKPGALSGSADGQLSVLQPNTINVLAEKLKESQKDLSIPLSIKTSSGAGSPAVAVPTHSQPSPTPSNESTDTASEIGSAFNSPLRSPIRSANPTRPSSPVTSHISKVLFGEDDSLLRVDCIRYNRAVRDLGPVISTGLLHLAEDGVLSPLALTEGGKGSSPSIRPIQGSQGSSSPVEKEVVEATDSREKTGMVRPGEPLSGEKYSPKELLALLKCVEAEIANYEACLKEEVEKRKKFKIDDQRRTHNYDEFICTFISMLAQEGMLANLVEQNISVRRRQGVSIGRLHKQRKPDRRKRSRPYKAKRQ
* hit, by the source's call; nt = not tested or not shown; & = joins results of further samples.

The line under a structure holds: HePTP inhibitor | BAP1 block
1) CCOc1ccc(N2C(=O)NC(=O)/C(=C\c3ccc(-c4ccc([N+](=O)[O-])cc4OC)o3)C2=O)cc1
    8 | nt
2) COc1ccc(C(=O)/C=C/NCc2ccccc2)cc1OC
    1 | nt
3) CN(C)C(=O)/C(=C\c1cccc(Br)c1)NC(=O)c1ccccc1
    -6 | nt
4) CCOC(=O)C(=O)c1cc(-c2ccccc2)c(-c2ccccc2)s1
    32 | nt
5) COc1cc([N+](=O)[O-])cc(/C=C2\C(=O)NC(=O)N(c3ccc(Br)c(C)c3)C2=O)c1O
    0 | nt
6) O=C1N(CN2CCN(c3cccc(Cl)c3)CC2)c2ccccc2C12OCCCO2
    6 | 119
7) CCSc1ccc2nnc(-c3cccc(F)c3)n2n1
    -4 | 101
8) Cc1ccc2nc(NCCCN3CCOCC3)c(C=NCCCN3CCOCC3)c(=O)n2c1
    11 | 730
9) O=C(Nc1ccc(Cl)c(Cl)c1)Nc1cc(C(=O)N2CCOCC2)ccc1N1CCCCC1
    6 | 51
10) O=C(NCC1CCCO1)C(=O)Nc1ccc(F)cc1 (stereo not given)
    -10 | nt
11) COc1ccc(OCC(=O)NCCCN2CCOCC2)cc1
    -16 | nt
12) CCOC(=O)c1c(N)sc(C(=O)Nc2cccc(Cl)c2)c1C
    -3 | nt
13) Cc1ccc(C(=O)CSc2nc3cccnc3n2C)cc1
    6 | 102
14) O=C(NCCc1c[nH]c2ccccc12)C(F)(F)C(F)F
    6 | 98
15) Cc1ccc(NC(=O)CN(c2ccc(Cl)cc2)S(C)(=O)=O)cc1
    -12 | nt

New compounds follow:
The line under a structure holds: HePTP inhibitor | BAP1 block
16) O=C(Nc1ccc(-c2nc3ccccc3o2)c(O)c1)c1cccnc1
    -12 | nt
17) COc1ccc(Br)cc1/C=N/OC(=O)c1ccccc1
    9 | nt
18) C=CCOC(=O)C1=C(C)NC(=S)NC1c1ccccc1OCC (stereo not given)
    -20 | nt
19) O=c1cc(N2CCOCC2)[nH]c(=O)n1C1CCCCC1
    3 | 101
20) O=C(CC1CCCC1)Nc1nc2ccccc2[nH]1
    8 | 82
21) CC(C)Cn1cnc2c(N)nc3ccccc3c21
    6 | 101
22) Fc1ccc(-c2ccc(C(=S)N3CCN(c4ccccc4)CC3)o2)cc1
    8 | nt
23) COc1ccc(-c2nc3ccccc3c(=O)o2)cc1OC
    nt | 83
24) O=C(/C=C/c1ccccc1Cl)c1c(-c2ccccc2)c2cc(Br)ccc2[nH]c1=O
    -1 | nt
25) COC(=O)C1C2C=CC3(CN(C(C)C)C(=O)C13)O2 (stereo not given)
    1 | 94
26) COc1cc([N+](=O)[O-])cc2c1NC(c1ccc(Br)cc1)C1CC=CC21 (stereo not given)
    -5 | nt
27) Cc1ccc2[nH]c3nc(SCCN4CCOCC4)nnc3c2c1
    5 | 91
28) COc1ccc(NC(=O)CCS(=O)(=O)c2ccc3c(c2)CCCN3C(C)=O)cc1
    5 | 80
29) O=C(NCc1ccc(Cl)cc1)C(=O)NC1CCCCC1
    -6 | nt
30) Cn1c(CCCOc2ccc(Cl)cc2Cl)nnc1SCC(=O)Nc1nccs1
    7 | 138

(more compounds)
The line under a structure holds: HePTP inhibitor | BAP1 block
31) CN1CCN(CCC(=O)Nc2ccccc2Cl)CC1
    5 | 140
32) Cc1ccc(SCCCCN2C(=O)NC(C)(C)C2=O)cc1
    4 | 113
33) O=C(C1CCN(c2ncnc3c2sc2cccc(F)c23)CC1)N1CCOCC1
    4 | 82
34) CCC(C)(C(=O)NC1CCCC1)N(C(=O)CNC(C)=O)c1ccccc1 (stereo not given)
    11 | nt
35) COc1ccc2nc(C)c3cc(C)oc3c2c1
    5 | 59
36) CCCOc1ccc(C2/C(=C(/O)c3ccccc3)C(=O)C(=O)N2CCCN(C)C)cc1OC (stereo not given)
    2 | 157
37) CCn1cc(C(=O)O)c(=O)c2cc(S(=O)(=O)N(C)C)ccc21
    1 | 91
38) CCS(=O)(=O)N1CCC(C(=O)NCCC2=CCCCC2)CC1
    -7 | 97
39) Cc1cccc(OCC(=O)O/N=C(\N)Cc2ccc(Cl)cc2Cl)c1
    3 | nt
40) C=Cn1c(N2CCOCC2)nc2c1c(=O)[nH]c(=O)n2C
    2 | 119
41) CCCN1CCN(c2nc3c([nH]2)c(=N)ncn3CC(O)CO)CC1 (stereo not given)
    -5 | 94
42) COc1ccc2c(c1OC)C(=O)N(c1ccccc1O)C2=O
    -12 | nt
43) CCN(CC)S(=O)(=O)c1ccc(NC(=O)c2ccccc2)cc1
    -8 | nt
44) COc1ccc(C2/C(=C(\O)c3ccccc3)C(=O)C(=O)N2c2cccc(C)n2)cc1 (stereo not given)
    3 | nt
45) COc1ccc(S(=O)(=O)N(CCc2ccccc2)CC(=O)Nc2cc(OC)ccc2OC)cc1
    3 | nt

Continuation:
The line under a structure holds: HePTP inhibitor | BAP1 block
46) CN(C(=O)C1CCOC1)c1nnc(-c2ccccn2)s1 (stereo not given)
    3 | 191
47) CCOC(=O)c1c(CN2CCCCC2)n(C)c2ccc(OC)c(S(=O)(=O)c3ccccc3)c12
    -9 | nt
48) COc1ccc(C2CC(=O)c3sc(N)nc3C2)cc1 (stereo not given)
    6 | 112
49) Cc1ccc(CN2CCN(S(C)(=O)=O)CC2)cc1
    4 | nt
50) Cc1cccnc1N(C(=O)c1cccc(Cl)c1)C(=O)c1cccc(Cl)c1
    4 | nt
51) O=C(Nc1cnn(C23CC4CC(CC(C4)C2)C3)c1)c1cc(-c2ccccc2)on1
    -5 | nt
52) COCCNC(=O)C(c1ccc(F)cc1)N(CC1CCCO1)C(=O)CCC(=O)Nc1ccccn1 (stereo not given)
    -2 | 105
53) C#CCSc1nc2sc3c(c2c(=O)n1CC(=C)C)CCC3
    nt | 108
54) Clc1ccc(-c2nnc3sc(Cc4cccs4)nn23)cc1
    6 | nt
55) O=C(Nc1nnc(CCOCCc2nnc(NC(=O)c3cccs3)s2)s1)c1cccs1
    -12 | nt
56) CCCCCC(=O)Nc1ccc2oc(-c3cncc(Br)c3)nc2c1
    3 | nt
57) C=CCn1c(COc2ccccc2)nnc1SCC(=O)C(C)(C)C
    15 | 109
58) CSc1ccc(/C=C(/C#N)C(=O)Nc2cccc(Br)c2)cc1
    1 | nt
59) O=c1cc(-c2ccc([N+](=O)[O-])cc2)nc2cc(-c3ccc(F)cc3)[nH]n12
    12 | nt
60) CCOC(=O)C1=C(c2ccccc2)N=c2s/c(=C\c3ccc(N(C)C)o3)c(=O)n2C1c1ccc(OC)c(OC)c1 (stereo not given)
    9 | nt

Other entries:
The line under a structure holds: HePTP inhibitor | BAP1 block
61) O=C(c1ccc2c(c1)OCO2)N1CCCN(C(=O)c2ccc3c(c2)OCO3)CC1
    -3 | 95
62) O=C(NCc1ccc2c(c1)OCO2)c1ccc2c3c(cccc13)CC2
    -7 | nt
63) COc1ccc(C(=O)NNC(=O)c2ccccc2OC)cc1OC
    -12 | nt
64) CC1=C(C(=O)OCC(C)C)C(c2cccc(Oc3ccccc3)c2)NC(=O)N1 (stereo not given)
    nt | 147
65) CCOc1cc(C(=O)Nc2ccc([N+](=O)[O-])cc2C)cc(OCC)c1OCC
    6 | nt
66) O=C(NCc1cccs1)C1CCCN1S(=O)(=O)c1ccccc1F (stereo not given)
    4 | nt
67) CCN(CC)CC(=O)Nc1ccc(C)cc1C
    nt | 62
68) COc1cccc(C2/C(=C(\O)c3ccc(Cl)cc3)C(=O)C(=O)N2CCCn2ccnc2)c1 (stereo not given)
    -9 | nt
69) CCN1CCN(CC(O)COc2cc(C)c(Cl)c(C)c2)CC1 (stereo not given)
    4 | nt
70) CCOC(=O)c1ccc(N2C(=O)C3C(c4ccccc4F)OC4(C(=O)c5ccccc5C4=O)C3C2=O)cc1 (stereo not given)
    nt | 50
71) O=C(O)C1NCCc2ccccc21 (stereo not given)
    0&10 | 107
72) Nc1cccc(C(=O)Nc2ccccc2C(=O)O)c1
    -4 | nt
73) Cn1c(-c2ccc3ccccc3n2)[n+](C)c2ccccc21
    nt | 135
74) Cc1nnc(SCC(=O)N2c3ccccc3CC2C)s1 (stereo not given)
    2 | 118
75) Cc1ccc(Cl)cc1NC(=O)C1CCCC1
    -2 | nt

(continued)
The line under a structure holds: HePTP inhibitor | BAP1 block
76) O=C(Nc1cccc2ccccc12)c1cc(-c2ccco2)nc2ccccc12
    102* | nt
77) O=c1cc(Nc2ccc3c(c2)OCCO3)[nH]c(=O)n1-c1ccc(Br)cc1
    nt | 94
78) CN(C)CCCN1C(=O)c2oc3ccc(Cl)cc3c(=O)c2C1c1cccnc1 (stereo not given)
    13 | 92
79) O=C(Nc1ccc([N+](=O)[O-])cc1)c1ccc2c(c1)C1C=CCC1C(c1ccc(Cl)cc1)N2 (stereo not given)
    -6 | nt
80) COC(=O)C1=C(C)N(C)C(C)=C(C(=O)OC)C1c1ccc(Br)cc1
    -1 | nt
81) CCOC(=O)c1cc2c(c(CSc3nc4ccccc4c(=O)n3Cc3ccco3)c1)OCOC2
    4 | nt
82) CCCOC(=O)c1cccc(NC(=O)COc2ccccc2OC)c1
    1 | nt
83) Cc1cc(C(=O)Nc2nc(-c3ccccc3)c(C)s2)ccc1[N+](=O)[O-]
    -11 | nt
84) CCc1ccc(S(=O)(=O)NCCc2csc(-c3ccccc3)n2)s1
    nt | 98
85) CC(C)(C)n1nc2c(c1NC(=O)c1cccc([N+](=O)[O-])c1)CSC2
    nt | 95
86) CN(C)/C=N/c1c(C#N)cnn1-c1ccc(C(F)(F)F)cn1
    7 | 114
87) CC(C)NC(=O)NC1C2CC3CC(C2)CC1C3 (stereo not given)
    8 | 139
88) CC(=O)O[C@H]1C(=O)[C@@]2(C)C([C@H](OC(=O)c3ccccc3)[C@]3(O)C[C@H](OC(=O)[C@H](O)[C@@H](NC(=O)c4ccccc4)c4ccccc4)C(C)=C1C3(C)C)[C@]1(OC(C)=O)CO[C@@H]1C[C@@H]2O (stereo not given in full)
    nt | 85
89) COc1ccc(CN2CCN(S(=O)(=O)c3ccc(C)cc3)CC2)c(OC)c1
    1 | nt
90) CCOc1ccc(C(=O)Nc2nc3ccc([N+](=O)[O-])cc3s2)cc1
    11 | nt

New compounds follow
The line under a structure holds: HePTP inhibitor | BAP1 block
91) CC(C)Oc1cccc(C(=O)Nc2ccc(N3CCN(S(C)(=O)=O)CC3)cc2)c1
    -1 | 69
92) O=C(Nc1ccc(Cl)cc1)C1C2C3CCC(C3)C12 (stereo not given)
    2 | nt
93) COc1ccc(NC(=O)c2ccncc2)cc1Cl
    10 | nt
94) O=C(OC(C(=O)NCc1cccs1)c1ccc(F)cc1)c1ccco1 (stereo not given)
    8 | 101
95) COC(=O)c1ccc(Cl)c(S(=O)(=O)N2CCOCC2)c1
    -7 | nt
96) Cc1ccnc(SC2CC(=O)N(c3ccccc3)C2=O)n1 (stereo not given)
    10 | 97
97) N#Cc1cc2sc3nc4ccccc4n3c2cc1C#N
    10 | 96
98) Nc1nonc1NC(=O)CSc1ncccc1C(=O)O
    -6 | 81
99) Cn1c(=O)c2c(nc(CN3CCCCC3)n2CCCc2ccccc2)n(C)c1=O
    19 | 111
100) CN(Cc1ccccc1)C(=O)CSc1nnc(-c2ccco2)n1-c1ccccc1
    0 | 92
101) CCOc1cc(C(=O)Nc2cccc(C)c2C)cc(OCC)c1OCC
    6 | nt
102) C=CCOC(=O)C1=C(C)NC(=S)NC1c1ccc(OC)cc1 (stereo not given)
    -11 | nt
103) COc1ccccc1C(=O)Nc1ccc2oc(-c3ccc(F)cc3)nc2c1
    5 | 79
104) CCC(=O)Nc1c(-c2ccc(C)cc2)nc2ccccn12
    2 | nt
105) COc1ccccc1C(=O)Nc1cccc(-c2cn3ccsc3n2)c1
    -5 | 89

Brought forward from above: 7 compounds, followed by the next part.
The line under a structure holds: HePTP inhibitor | BAP1 block
99) Cn1c(=O)c2c(nc(CN3CCCCC3)n2CCCc2ccccc2)n(C)c1=O
    19 | 111
100) CN(Cc1ccccc1)C(=O)CSc1nnc(-c2ccco2)n1-c1ccccc1
    0 | 92
101) CCOc1cc(C(=O)Nc2cccc(C)c2C)cc(OCC)c1OCC
    6 | nt
102) C=CCOC(=O)C1=C(C)NC(=S)NC1c1ccc(OC)cc1 (stereo not given)
    -11 | nt
103) COc1ccccc1C(=O)Nc1ccc2oc(-c3ccc(F)cc3)nc2c1
    5 | 79
104) CCC(=O)Nc1c(-c2ccc(C)cc2)nc2ccccn12
    2 | nt
105) COc1ccccc1C(=O)Nc1cccc(-c2cn3ccsc3n2)c1
    -5 | 89
106) COc1ccccc1OCc1nnc(SCCN2CCOCC2)o1
    -3 | 104
107) COc1ccc(N(CC(=O)N/N=C(\C)c2ccc(OC)c(OC)c2)S(=O)(=O)c2ccccc2)cc1
    -6 | nt
108) O=C(CSc1nnc(COc2ccccc2Cl)o1)NC(=O)NC1CCCC1
    nt | 106
109) COCCn1nnnc1C(c1cccs1)N1CCN(c2cc(C)ccc2C)CC1 (stereo not given)
    -4 | 91
110) O=S(=O)(c1ccc(Oc2ccc(-c3nnco3)cc2)nc1)N1CCC(Cc2ccccc2)CC1
    6 | nt
111) CC(C)CN(CC(C)C)S(=O)(=O)N1CCC(C(=O)NC2CCCCCCC2)CC1
    -10 | 82
112) CCOC(=O)N1CCN(C(=O)CS(=O)Cc2nc(-c3ccc(C)cc3)oc2C)CC1 (stereo not given)
    -11 | 98
113) COC(=O)c1sccc1NC(=O)c1c(C)noc1C
    6 | nt
114) O=C(NCC12CC3CC(CC(C3)C1)C2)c1nc2ncccn2n1
    5 | 94
115) Cn1c(=O)c2c(nc(Sc3nc4ccccc4o3)n2C)n(C)c1=O
    -5 | nt
116) [O-][n+]1onc2c1CCc1c-2nc(-c2ccccc2Cl)n1O
    -17 | nt
117) O=S(=O)(Nc1cccc(-c2cn3ccsc3n2)c1)c1ccc(F)cc1
    3 | 93
118) Cc1cc(N2CCOCC2)nc2ccc(NC(=O)C3CCC(C)CC3)cc12 (stereo not given)
    -7 | nt
119) Cc1nnc(SCC(=O)Nc2ccc3c(c2)OCCO3)s1
    nt | 79
